Screening data from PubChem.
PPARg SRC-1 ag: agonists of human PPARgamma SRC-1 coactivator recruitment | P37231 | PPARgamma-SRC-1 coactivator recruitment biochemical assay | activation, % at 8 µM | 0.41% of 200,000 active; in the data active means activation above about 19%;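 further: 0% = DMSO and 100% = reference agonist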
Target sequence (P37231 whole entry, looked up): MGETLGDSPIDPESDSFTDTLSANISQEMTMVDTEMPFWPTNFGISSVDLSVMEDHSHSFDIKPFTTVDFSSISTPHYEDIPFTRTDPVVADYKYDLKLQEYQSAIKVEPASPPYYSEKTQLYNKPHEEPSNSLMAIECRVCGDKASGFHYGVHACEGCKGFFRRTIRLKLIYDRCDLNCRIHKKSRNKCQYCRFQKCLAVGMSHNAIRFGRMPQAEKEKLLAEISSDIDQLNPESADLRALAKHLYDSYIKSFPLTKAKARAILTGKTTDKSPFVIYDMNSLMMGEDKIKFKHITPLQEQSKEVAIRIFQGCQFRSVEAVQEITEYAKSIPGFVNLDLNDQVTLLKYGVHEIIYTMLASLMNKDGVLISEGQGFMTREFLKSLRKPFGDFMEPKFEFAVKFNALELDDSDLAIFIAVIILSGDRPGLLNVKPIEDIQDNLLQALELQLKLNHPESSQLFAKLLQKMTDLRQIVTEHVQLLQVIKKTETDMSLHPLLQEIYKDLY
PPARg SRC-3 ag: PPARgamma-driven SRC-3 recruitment agonism | activation, % at 8 µM | 0.26% of 200,000 active | P37231 | biochemical PPARgamma/SRC-3 coactivator recruitment assay; in the data active means activation above about 23%;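 further: 0% = DMSO and 100% = reference agonist; some compounds past the cut are filed as inactive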
S1P3 antag: blocks the human S1P3 receptor; CHO S1P3 NFAT-BLA reporter, FRET fluorescence, antagonist mode; Q99500; AID 485; inhibition, % at 4.98 µM; 0.27% of 170,000 active;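 active means inhibition above the plate cutoff, the mean inhibition of test wells on that plate plus 3 SD, cut at about 28% in these data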;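 further: cells challenged with S1P at its EC80 of 0.8 µM; blue over green emission ratio from cleaved BLA substrate after 4 h stimulation; 0% = S1P-stimulated wells and 100% = unstimulated DMSO-only wells; some compounds past the cut are filed as inactive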
SRC2 TRFRET art: counter-screen for PPARgamma SRC-2 recruitment agonists: TR-FRET artefact; hits give high values; TR-FRET ratio at 8 µM; 0.4% of 200,000 active; AID 1049; in the data active means TR-FRET ratio above about 2000; further: inactives centre near 1500
STAT3 blocker: reduces IL-6 driven STAT3 reporter signal; 0.89% of 190,000 active; U3A cells, IL-6 STAT3-luciferase reporter, luminescence; host cell line lacks STAT1; inhibition, % at 5.5 µM;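 active means inhibition above the mean inhibition across all screened compounds plus 3 SD, cut at about 44% in these data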;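 further: 0% = DMSO only wells and 100% = 100 µM nifuroxazide control wells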
STAT1 blocker: STAT1 signaling inhibition; inhibition, % at 5.5 µM; NIH 3T3 STAT1-luciferase reporter, IFN-gamma, luminescence; 0.35% of 200,000 active;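 active means inhibition above a set limit, the mean inhibition across all tested compounds plus 3 SD, cut at about 34% in these data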;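 further: 0% = IFN-gamma with DMSO and 100% = IFN-gamma with 300 µM nifuroxazide; values of inactives mirror those of a sister screen read the other way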
RAM inhibit: inhibitors of the yeast RAM network; inhibition, % at 50 µM; S. cerevisiae dse1pr::URA3 reporter, 5-FOA growth OD615, 2 d; analog-sensitive cbk1-as2 kinase mutant strain; AID 868; 1.8% of 190,000 active;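 active means inhibition above a set limit, 3 SD over mean compound inhibition, cut at about 8.4% in these data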;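 further: 0% = DMSO-only wells with no growth and 100% = 10 µM 1-NA-PP1 full growth; inhibition rescues growth on 5-FOA so higher OD means more RAM inhibition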
PPARg SRC2 recr: agonists of SRC-2 recruitment by human PPARgamma | P37231 | PPARgamma LBD-SRC-2 recruitment, biochemical | activation, % at 8 µM | 0.34% of 200,000 active | AID 1032; in the data active means activation above about 22%;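 further: 0% = vehicle and 100% = reference agonist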
TLR4-MyD88 BLA: TLR4-MyD88 interaction inhibition in cells. inhibition, % at 8.4 µM. HeLa CL3-4 TLR4/MyD88 BLA complementation, FRET ratio. O00206+Q99836. 0.18% of 200,000 active; in the data active means inhibition above about 25%;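 further: 0% = vehicle and 100% = reference inhibitor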
ROMK primary: modulators of human ROMK potassium channel; 2% of 130,000 active; B-score at 10 µM; P48048; Tet-inducible ROMK, thallium flux fluorescence; actives lie on both sides;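 active means signal ratio slope over the read window, or its plate-corrected B-score, at least 3 SD from the plate mean, either direction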;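 further: B-score of the F/F0 ratio slope over 7 to 12 s after thallium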
Target sequence (P48048 whole entry, looked up): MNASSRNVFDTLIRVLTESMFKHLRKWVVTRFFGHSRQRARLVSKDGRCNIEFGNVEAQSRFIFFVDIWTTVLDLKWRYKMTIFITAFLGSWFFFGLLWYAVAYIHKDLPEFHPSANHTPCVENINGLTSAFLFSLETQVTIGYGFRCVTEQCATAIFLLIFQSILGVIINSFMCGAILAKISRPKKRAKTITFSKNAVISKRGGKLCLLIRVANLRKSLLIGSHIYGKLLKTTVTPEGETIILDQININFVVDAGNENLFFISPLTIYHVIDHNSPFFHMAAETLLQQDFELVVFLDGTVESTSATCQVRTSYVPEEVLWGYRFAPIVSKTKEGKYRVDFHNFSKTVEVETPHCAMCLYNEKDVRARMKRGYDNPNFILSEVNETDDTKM
STAT3 act: increases IL-6 driven STAT3 reporter signal; U3A cells, IL-6 STAT3-luciferase reporter, luminescence; 100% = signal with IL-6 EC80 alone; activation (% of control), % at 5.6 µM; 0.91% of 190,000 active;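 active means activation above the screen-wide mean of compound activation plus 3 SD, cut at about 130% in these data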;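 further: 0% = background luminescence of wells with medium and substrate only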
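Assay system – human STAT1-deficient U3A cells with stable STAT3-luciferase reporter · Also added – IL-6 (33 ng/mL) · Schedule – compound 1 h, then IL-6 6 h at 37 °C · Technique – reporter luminescence signal · Evaluation – % activation versus median of IL-6-stimulated wells · Benchmarks – IL-6-only wells as 100% reference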
Active calls of the source: *; · = not tested or not shown.

SMILES | PPARg SRC-1 ag | PPARg SRC-3 ag | S1P3 antag | SRC2 TRFRET art | STAT3 blocker | STAT1 blocker | RAM inhibit | PPARg SRC2 recr | TLR4-MyD88 BLA | ROMK primary | STAT3 act
CCOC(=O)CCc1c(C)c2ccc(OCc3ccc([N+](=O)[O-])cc3)cc2oc1=O | 0 | 11 | · | 1597 | -5 | 7 | 3.5 | 1 | 2 | 0.11 | 105
CC1(C)N=C(N)N=C(N)N1c1cccc(C(=O)O)c1 | 1 | 2 | · | 1453 | 4 | 8 | 1.2 | 5 | -2 | 1 | 96
Cn1c(=O)oc2cc(S(=O)(=O)NCCCN3CCCC3=O)ccc21 | 4 | 4 | -7 | 1769 | 8 | 3 | -0.9 | 4 | -2 | · | 101
O=C(Nc1nn[nH]n1)C12CC3CC(CC(C3)C1)C2 | -2 | -1 | · | 1395 | 7 | 1 | 1.3 | 2 | -1 | -0.18 | 98
CCc1ccccc1SCc1noc(C(=O)NCC2CCCO2)c1C(=O)O (stereo unspecified) | -15 | -18 | · | 1367 | 0 | 3 | 2.3 | -5 | 18 | · | 101
Cc1c(CCOC(=O)c2cc([N+](=O)[O-])ccc2Cl)sc[n+]1CCCCS(=O)(=O)[O-] | 5 | 6 | -3 | 1481 | 1 | 4 | 0.7 | 13 | 6 | -0.19 | 99
Cn1cc(CN2CCCC(C(=O)c3cc(F)ccc3F)C2)c2ccccc21 (stereo unspecified) | -1 | 6 | 2 | 1415 | -3 | 8 | 1.6 | 5 | 12 | -1.3 | 107
CCOc1ccccc1N(CC(=O)Nc1ccccc1C(=O)NCc1ccco1)S(C)(=O)=O | 0 | 5 | -37 | 1519 | 4 | 4 | 2.7 | 13 | 8 | -0.25 | 99
CN(C(=O)COC(=O)c1ccc([N+](=O)[O-])cc1Cl)C1CCCCC1 | 0 | 0 | 5 | 1592 | 10 | 0 | -0.7 | 3 | -2 | · | 93
CCOCCCN(C(=O)Cn1nnc(-c2ccc(OC)c(OC)c2)n1)C(CC)C(=O)NC1CCCC1 (stereo unspecified) | 11 | 2 | -14 | 1660 | 2 | -1 | -0.3 | 10 | 19 | -0.34 | 105
CCOc1ccc(CCNC(=O)C(O)c2ccccc2)cc1 (stereo unspecified) | -5 | -4 | · | 1583 | -9 | -11 | 0.5 | -2 | -2 | 0.69 | 111
C=CC(C)N1C(=O)S/C(=C\c2ccc(N3CCOCC3)cc2C)C1=O (stereo unspecified) | 0 | 1 | -11 | 1589 | -5 | -17 | 6.4 | -4 | 0 | -0.17 | 102
Cc1cc(NC(=O)CSc2nnc(-c3ccco3)n2Cc2ccco2)no1 | 4 | 1 | 6 | 1453 | 11 | 4 | 2.8 | 7 | 0 | 1 | 96
c1coc(CN(Cc2ccco2)c2ncnc3c2oc2ccccc23)c1 | 3 | -8 | · | 1685 | 19 | 15 | 3.1 | 3 | -13 | · | 85
CCCCCC1NC(=O)NC1CCCCCC(=O)O (stereo unspecified) | 2 | -13 | -14 | 1400 | -14 | -5 | 0.6 | 6 | -2 | -0.0026 | 112
COc1ccccc1N1CCN(C(=O)c2n[nH]c3ccccc23)CC1 | 2 | 6 | -3 | 1612 | 1 | -1 | 2.1 | 1 | -5 | 0.15 | 104
Cc1ccc2c(c1)C1CN(C)CCC1N2C(=O)COc1ccc(N(C)C(=O)C(C)(C)C)cc1 (stereo unspecified) | -2 | 4 | -16 | 1470 | -4 | 9 | 1.9 | 6 | -5 | · | 103
CC(C)CSc1nc2ccccc2c(=O)[nH]1 | 5 | 4 | · | 1496 | 3 | -4 | 1.6 | -7 | 1 | · | 101
O=C(CCc1ccccc1)NC1CCSC1=O (stereo unspecified) | 8 | 4 | 9 | 1608 | 10 | 5 | 1.1 | 12 | -8 | · | 97
CS/C(=N\S(=O)(=O)c1ccc(Cl)cc1)c1ccccc1 | -3 | -12 | · | 1350 | 10 | -2 | 0.5 | -6 | 6 | · | 99
O=C(Nc1ccccc1Cl)c1ccccc1Cc1ccccc1 | -4 | -2 | 13 | 1440 | -5 | -5 | -0.1 | 3 | -8 | -0.19 | 105
CC(=O)OCC(=O)Nc1ccc([N+](=O)[O-])cc1Cl | 8 | 2 | -20 | 1587 | 4 | -4 | 0.9 | 9 | -2 | 0.62 | 101
NC(=O)NOCc1ccc(Cl)cc1Cl | 1 | 4 | -3 | 1540 | -1 | 0 | 3.1 | 8 | -1 | 0.04 | 100
CCN(CC)S(=O)(=O)c1ccc(Cl)c(OC)c1 | 5 | 9 | · | 1754 | -3 | 8 | 1.2 | 13 | -8 | -0.45 | 109
COc1ccc(CSc2nnc(C)n2N)cc1[N+](=O)[O-] | -6 | -5 | -11 | 1326 | 7 | -1 | 0.4 | 0 | 2 | 0.67 | 98
COc1ccc(NC(=O)CSc2nc(O)cc(=O)n2-c2ccccc2OC)cc1 | 9 | 2 | -3 | 1313 | 29 | -1 | 7.5 | -1 | -4 | · | 82
O=C(COc1ccc2ccccc2c1)Nc1ccncc1 | 5 | 5 | -9 | 1549 | 45* | 3 | 0.8 | -1 | -1 | -1.4 | 63
COc1ccc(Cl)cc1NC(=O)COC(=O)CCCN1C(=O)c2ccccc2C1=O | 12 | 4 | -5 | 1735 | 0 | 16 | 7.4 | 1 | -6 | · | 96
CCN1CCCC1CNC(=O)CCc1nc(-c2ccc(C)cc2)no1 (stereo unspecified) | -8 | -4 | 6 | 1366 | 2 | 5 | -0.1 | -1 | 3 | · | 100
Cc1ccc(S(=O)(=O)NCc2ccc(C(=O)N3CCCC3)cc2)cc1 | 6 | 1 | 13 | 1781 | 5 | 1 | 1.5 | 2 | -13 | 0.6 | 99

An excerpt of these results, with values under each structure:
Under each structure: PPARg SRC-1 ag	PPARg SRC-3 ag	S1P3 antag	SRC2 TRFRET art	STAT3 blocker	STAT1 blocker	RAM inhibit	PPARg SRC2 recr	TLR4-MyD88 BLA	ROMK primary	STAT3 act
COc1ccccc1N1CCN(C(=O)c2n[nH]c3ccccc23)CC1
→ 2	6	-3	1612	1	-1	2.1	1	-5	0.15	104
Cc1ccc2c(c1)C1CN(C)CCC1N2C(=O)COc1ccc(N(C)C(=O)C(C)(C)C)cc1 (stereo unspecified)
→ -2	4	-16	1470	-4	9	1.9	6	-5	·	103
CC(C)CSc1nc2ccccc2c(=O)[nH]1
→ 5	4	·	1496	3	-4	1.6	-7	1	·	101

Additional results
SMILES | PPARg SRC-1 ag | PPARg SRC-3 ag | S1P3 antag | SRC2 TRFRET art | STAT3 blocker | STAT1 blocker | RAM inhibit | PPARg SRC2 recr | TLR4-MyD88 BLA | ROMK primary | STAT3 act
COC(=O)N/N=C\c1cccc(OC(=O)c2cccs2)c1 | 0 | 3 | 0 | 1441 | 8 | -2 | -0.4 | 2 | 8 | 1.6 | 104
COC(=O)C(C)Oc1ccc2c(-c3cccc([N+](=O)[O-])c3)cc(=O)oc2c1 (stereo unspecified) | -1 | -2 | · | 1656 | 5 | -1 | 0.2 | -8 | -11 | · | 99
O=C(COC(=O)CCNS(=O)(=O)c1ccc(Cl)cc1)NCc1ccco1 | -3 | -2 | -9 | 1672 | 5 | 3 | -0.5 | 2 | -15 | · | 99
Cc1nc(NC(=O)CSc2nnc(-c3ccccc3)c(-c3ccccc3)n2)c(Cl)cc1Cl | 0 | 6 | -1 | 1601 | 12 | 3 | -0.1 | 1 | 6 | · | 89
Cc1ccc(S(=O)(=O)NNC(=O)C(=O)NNS(=O)(=O)c2ccc(C)cc2)cc1 | 0 | 1 | 1 | 1444 | 5 | 4 | 4.5 | -5 | -5 | 0.33 | 99
Cc1ccc(N2CSC3=C(C#N)C(c4cccs4)CC(=O)N3C2)cc1 (stereo unspecified) | 13 | 19 | · | 2106* | -8 | 1 | 1.4 | 29* | 8 | · | 110
O=C(/C=C/c1ccccc1)Nc1ccc(N2CCCCC2)cc1 | -12 | 4 | 7 | 1358 | -12 | -58 | 0.4 | -4 | 1 | 0.97 | 110
COc1ccc(OC)c(S(=O)(=O)N2Cc3ccccc3CC2C(=O)Nc2nccs2)c1 (stereo unspecified) | 1 | -3 | 11 | 1406 | -24 | -8 | 7.3 | 6 | 0 | -0.074 | 124
Cc1ccc2oc(C(Cl)(Cl)Cl)cc(=O)c2c1 | -4 | -6 | · | 1438 | 22 | 34 | 2.0 | 7 | 4 | -1.1 | 88
Cc1occc1-c1nnc(SCC(=O)NC(C)(C)C)n1CC(C)C | 8 | 0 | -5 | 1484 | -4 | -10 | 0.9 | 0 | 11 | 0.027 | 105
COc1cccc(C(C#N)N2CCOCC2)c1 (stereo unspecified) | -1 | -11 | · | 1376 | 1 | -8 | 0.6 | 1 | 2 | -1.3 | 105
Cc1cc[n+](-c2[nH]c(=O)sc2/C=N/NC(=O)c2ccccc2[O-])cc1C | 4 | 1 | -12 | 1622 | 7 | 7 | 1.5 | 7 | 4 | · | 94
CCOc1ccc2[nH]cc(S(=O)(=O)c3ccc(C)cc3)c(=O)c2c1 | 7 | 1 | 11 | 1555 | 17 | 21 | 3.9 | 13 | -4 | 0.51 | 86
CSc1n[nH]c(-c2sccc2OCc2ccc(C)cc2)n1 | 5 | 2 | · | 1487 | 14 | 6 | 0.1 | 5 | 2 | -0.28 | 95
CN(C)CCCNC(=O)/C=C/c1ccc2c(c1)OCO2 | 3 | 2 | -5 | 1598 | -4 | -5 | 1.0 | 6 | -3 | -0.14 | 101
Cn1c(=O)c2c(nc(N3CCN(C(=O)c4ccco4)CC3)n2CCSc2ncccn2)n(C)c1=O | 8 | 7 | -11 | 1546 | 4 | 7 | 2.0 | 3 | 2 | -2.3 | 102
Cc1cc(=O)oc2cc(OC(C)C)ccc12 | 9 | -2 | -4 | 1488 | 16 | -10 | -0.6 | 8 | 7 | · | 91
CCCCNC(=O)OC(C)CNC(=O)OC (stereo unspecified) | 3 | 9 | · | 1632 | 2 | -6 | 2.1 | 6 | -4 | 0.2 | 104
Cc1ccc(OCCCn2c(=O)sc3ccccc32)cc1 | 2 | -2 | · | 1490 | 22 | -4 | -0.3 | -4 | 1 | · | 84
COc1ccc(NC(=O)C2CCC(CNc3c(N4CCCCC4)c(=O)c3=O)CC2)cc1OC (stereo unspecified) | 1 | 8 | · | 1692 | 14 | -2 | 1.8 | 1 | -8 | · | 95
O=C(NNC(=O)c1cccs1)c1ccco1 | -10 | 3 | -18 | 1192 | -2 | 1 | -0.8 | -2 | -8 | 1.1 | 106
COc1ccc2c(C(=O)CN3CCN(CCO)CC3)c[nH]c2c1 | 5 | 18 | 6 | 1546 | -5 | -1 | 0.6 | 7 | -20 | · | 109
c1ccc(CN2CCN(c3ncccn3)CC2)nc1 | 3 | -2 | -2 | 1719 | 12 | -2 | · | 5 | -18 | · | 98
Cc1ccc(-c2nn3c(C)nnc3c3ccccc23)cc1S(=O)(=O)NC(C)(C)CO | -5 | -2 | -12 | 1506 | 23 | 19 | 1.7 | 0 | 5 | · | 83
